Screens deposited in PubChem BioAssay by several laboratories.
STEP inh = inhibitors of human striatal-enriched phosphatase STEP; recombinant STEP, OMFP fluorogenic substrate, fluorescence; 360,000 compounds, 0.25% hits; P54829; inhibition, % at 20 µM; AID 588621;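 active = inhibition at 20 µM, scaled per plate between control wells, above about 37%, limit read from the data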;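 also: 0% = DMSO with enzyme and substrate and 100% = substrate only without enzyme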
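System: isolated STEP enzyme; schedule: 20 min enzyme reaction at room temperature, protected from light; medium: Bis-Tris buffer pH 6.0, 2.5 mM DTT, 0.005% Tween 20; signal: fluorescence, 480/540 nm; dosing: single compound dose of 20 µM, 1% DMSO final; also added: OMFP substrate, 25 µM final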
NadD block = inhibitors of Staphylococcus aureus NadD; purified NadD enzyme, colorimetric absorbance read-out; inhibition, % at 20 µM; 360,000 compounds, 0.78% hits; in the data active = inhibition above about 26%; also: some compounds past the cut are filed as inactive
Neddylation inh = cullin neddylation inhibition. P61081+Q13564. AID 651699. 360,000 compounds, 0.58% hits. calls only at 25 µM. TR-FRET cullin neddylation, biochemical; in the data active = inhibition above about 36%
Target sequence (P61081 whole entry, looked up): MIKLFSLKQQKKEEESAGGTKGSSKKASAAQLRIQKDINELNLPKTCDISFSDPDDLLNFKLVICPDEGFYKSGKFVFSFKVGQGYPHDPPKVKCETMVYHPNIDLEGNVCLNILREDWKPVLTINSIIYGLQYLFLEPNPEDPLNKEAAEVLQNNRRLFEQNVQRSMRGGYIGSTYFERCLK
Target sequence (Q13564 whole entry, looked up): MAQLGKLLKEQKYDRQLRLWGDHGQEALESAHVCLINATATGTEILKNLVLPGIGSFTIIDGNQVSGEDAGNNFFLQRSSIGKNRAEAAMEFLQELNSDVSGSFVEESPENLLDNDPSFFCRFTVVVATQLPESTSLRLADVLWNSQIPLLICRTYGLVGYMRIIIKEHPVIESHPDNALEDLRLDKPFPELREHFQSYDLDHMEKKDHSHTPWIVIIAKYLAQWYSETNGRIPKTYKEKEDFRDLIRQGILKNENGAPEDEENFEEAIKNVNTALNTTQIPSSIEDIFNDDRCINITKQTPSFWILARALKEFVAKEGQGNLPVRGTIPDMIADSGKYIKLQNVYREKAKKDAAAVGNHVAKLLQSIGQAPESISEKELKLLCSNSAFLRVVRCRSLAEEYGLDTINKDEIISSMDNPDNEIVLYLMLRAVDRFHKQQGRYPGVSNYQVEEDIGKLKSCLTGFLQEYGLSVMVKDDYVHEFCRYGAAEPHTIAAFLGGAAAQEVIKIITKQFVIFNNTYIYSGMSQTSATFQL
DNMT1 block = inhibitors of human DNMT1 | P26358 | DNMT1 molecular beacon, Hinp1I cleavage, fluorescence | inhibition (reported as % activation of signal), % at 10 µM | 360,000 compounds, 0.83% hits | AID 588458; in the data active = inhibition above about 50%
Scp1 inh = inhibitors of human Scp-1 phosphatase; Q9GZU7; Recombinant Scp1, phosphopeptide, malachite green phosphate absorbance; inhibition, % at 20 µM; 340,000 compounds, 0.88% hits; AID 493091;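 active = inhibition above about 50% at 20 µM, limit read from the data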;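 also: plate controls were DMSO wells with enzyme for no effect and wells lacking enzyme for full effect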
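Incubation: 45 min enzyme reaction at room temperature / System: truncated SCP-1 phosphatase (76-261aa) / Reagent: Phospho 17-mer peptide substrate / Buffer or medium: Acidic Tris acetate buffer with magnesium and detergent / Signal: absorbance at 630 nm / Doses: one concentration, 20 µM, with 1.0% DMSO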
SKN-1 inh = inhibitors of C. elegans SKN-1; 360,000 compounds, 0.49% hits; inhibition, % at 21.8 µM; C. elegans VP596 Pgst-4::GFP/RFP ratio, acrylamide-induced, 24 h;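 active = interference check ratio from 0.5 to 1.5 plus GFP to RFP signal ratio inhibition reaching or exceeding a fixed threshold, cut at about 30% in these data, passing the limit was not always enough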; also: some compounds called inactive have numbers as strong as hits
SUMO1 PPI mod = modulators of human SUMO1-mediated protein-protein interactions. P63165. SUMO1 binding to a labelled peptide, TR-FRET, 1 h. inhibition, % at 20 µM. 360,000 compounds, 0.33% hits; in the data active = inhibition above about 37%
Target sequence (P63165 whole entry, looked up): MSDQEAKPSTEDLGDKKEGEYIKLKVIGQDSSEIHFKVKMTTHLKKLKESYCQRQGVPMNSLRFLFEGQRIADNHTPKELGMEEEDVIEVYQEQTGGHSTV
Tb MetRS inh = blocks T. brucei methionyl-tRNA synthetase activity; purified T. brucei MetRS, ATP depletion, Kinase-Glo luminescence; inhibition, % at 11.9 µM; 360,000 compounds, 0.4% hits;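 active = inhibition above a per-plate cutoff of the control wells' mean inhibition plus 3 SD, cut at about 5.5% in these data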;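 also: 0% = DMSO wells median and 100% = median of wells with control inhibitor compound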
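assay system = parasite MetRS enzyme | timing = 15 min preincubation, 2 h reaction, all 25 °C | evaluation = percent inhibition relative to median high and low control wells | medium = HEPES buffer containing pyrophosphatase, BSA, spermine, DTT | compound = single dose, 11.9 µM final nominal, 0.9% final DMSO | detection = Kinase-Glo luminescence, ATP depletion format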
NRP1-CendR mod = NRP-1/CendR interaction modulation | AID 602438 | inhibition, % at 25 µM | 360,000 compounds, 0.85% hits | FAM-RPARPAR peptide binding to NRP-1, fluorescence polarization | O14786;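 active = inhibition or corrected inhibition above about 18%, plus a signal ratio from 0.5 to 1.5, limit read from the data, passing the limit was not always enough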; also: strong numbers were not always called active
LMPTP block = blocks human LMPTP phosphatase. P24666. recombinant LMPTP-A, OMFP fluorogenic substrate, fluorescence intensity. inhibition, % at 20 µM. 360,000 compounds, 0.22% hits. AID 651560;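 active = compounds that cut the enzyme signal by at least half of the control window in the single-dose screen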;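 also: plate controls were DMSO wells with enzyme plus substrate for no effect and substrate without enzyme for full effect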
Target sequence (P24666 whole entry, looked up): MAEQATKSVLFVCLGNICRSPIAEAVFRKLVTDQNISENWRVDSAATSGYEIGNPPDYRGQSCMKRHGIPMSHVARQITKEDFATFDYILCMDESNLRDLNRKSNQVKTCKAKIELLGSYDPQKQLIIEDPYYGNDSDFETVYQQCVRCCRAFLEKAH
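Test system: LMPTP-A phosphatase enzyme; input: 0.625 nM LMPTP-A final; reagent: OMFP substrate, 400 µM final; compound dosing: 20 µM single dose, 3% DMSO; incubation: 50 min dark incubation at room temperature; measured by: endpoint fluorescence intensity from OMFP dephosphorylation; measure: % inhibition relative to no-enzyme and uninhibited control wells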
The depositor's hits bear a star; i = inactive; x = no result given; + = active, no number. This is a random part of the collection. Share with any hit: about 4.6%.

cpd	STEP inh	NadD block	Neddylation inh	DNMT1 block	Scp1 inh	SKN-1 inh	SUMO1 PPI mod	Tb MetRS inh	NRP1-CendR mod	LMPTP block	canonical_smiles
1	-2.9	-0.6	i	3.8	-10.5	-3.0	3.3	-0.2	1.5	-0.9	O=C1OCCC1Sc1nnc(-c2ccc(Cl)cc2)n1Cc1ccccc1 (stereo not drawn)
2	-1.4	-0.2	i	2.6	-2.5	-0.8	-1.2	-1.1	3.3	-2.6	O=C(O)CCC(=O)Nc1ccc(C(=O)OC2CCCCC2)cc1
3	2.2	2.0	i	-5.0	-1.8	-8.9	-0.3	-0.9	3.6	-0.9	CCOC(CCn1c(SCC(=O)Nc2cc(C)on2)nc2ccccc2c1=O)OCC
4	-2.4	1.5	i	9.0	-2.4	-6.0	-0.6	-0.3	-13.3	-0.1	CCOCCCNS(=O)(=O)Cc1ccccc1
5	5.1	-5.7	i	-2.8	1.4	17.3	3.2	-0.6	0.8	-0.7	COc1ccccc1CNN
6	3.3	7.3	i	4.6	-1.3	5.3	-0.1	0.3	0.4	1.0	Cc1ccc(S(=O)(=O)N2C[C@@H]3CCCC[C@@H]3[C@@H](C)[C@H]2c2cn(Cc3ccccc3)c3ccccc23)cc1
7	1.2	1.9	i	-2.3	-5.5	13.2	-2.3	-0.8	-0.4	-11.5	Cc1cc(C(C)(C)C)oc1C(=O)N(CC(=O)NC1CCCC1)c1cccc(C(F)(F)F)c1
8	-1.0	-5.1	i	1.3	-0.8	5.3	-7.3	0.5	15.7	-1.1	COc1ccc(OC)c(C(=O)COC(=O)c2cccnc2Cl)c1
9	-1.8	-6.3	i	-1.0	-6.6	-5.6	4.2	-0.1	6.0	0.7	Cc1cc2cc(CCNC(=O)CCc3ccccc3)c(=O)[nH]c2cc1C
10	-0.1	-3.5	i	5.2	-7.2	13.5	2.3	0.0	-9.6	-5.7	COc1ccc(S(=O)(=O)Nc2ccc(Oc3ncccn3)c(Cl)c2)cc1
11	0.7	4.6	i	5.3	-4.4	7.3	-1.2	0.2	4.5	0.9	Cc1cc(C(=O)Nc2cccc3c2O[C@@H](CN(C)S(=O)(=O)c2ccccc2)[C@H](C)CN([C@@H](C)CO)C3=O)n(C)n1
12	1.2	16.4	i	-11.3	12.6	8.3	3.3	-1.2	-5.3	1.6	COc1cc(-c2nc(-c3ccccc3)c(-c3ccc(F)cc3)[nH]2)cc2c1OCO2
13	-0.9	-4.2	i	2.7	-6.1	8.9	2.1	-0.1	-5.5	0.0	COc1cc(OC)cc(C(=O)Nc2nnc(SCC(=O)NCc3ccco3)s2)c1
14	3.7	-3.9	i	-0.7	-14.9	-7.1	0.2	-0.3	-1.1	1.4	CCOC(=O)COc1cc2c3c(c(=O)oc2cc1C)CCCC3
15	0.3	7.3	i	-1.6	-10.1	1.5	-1.3	-0.6	6.6	2.8	COc1ccc(NC(=O)C2CCC(C(C)(C)C)CC2)cc1S(=O)(=O)N1CCCCC1 (stereo not drawn)
16	x	28.4	i	x	x	-0.5	4.0	-0.3	-3.7	1.2	CC(C)C[C@H]1CNC(=O)C(=O)N1C[C@@H]1CCCN1C[C@H](Cc1ccccc1)N1C[C@H](Cc2ccccc2)N(CCc2ccccc2)C(=O)C1=O
17	0.9	-4.6	i	-3.6	5.6	-0.4	-2.7	-0.3	8.8	1.1	CCOC(=O)c1c(NC(=O)CSc2nnnn2C)sc(C(=O)N(C)C)c1C
18	0.5	-0.3	i	-2.2	-9.1	5.1	1.8	-0.4	12.8	1.4	Cc1ccc(OCc2cc(C(=O)N3CCC(Oc4cccnc4)CC3)no2)cc1C
19	-2.4	4.2	i	2.1	2.4	6.6	1.5	0.0	0.8	0.4	CC1=NN(c2ccc(C(=O)O)cc2)C(=O)CC1
20	-6.2	1.8	i	6.0	-8.4	4.6	24.5	-0.2	-2.3	-2.5	Cc1nn(Cc2ccc(Cl)cc2Cl)c(C)c1NC(=O)CCl
21	2.7	-2.8	i	-0.8	4.7	0.2	-2.6	-0.4	5.4	-0.7	CC[C@H](C)[C@H](NC(N)=O)C(=O)Nc1ccc(OC)c(Cl)c1
22	0.0	-2.0	i	-0.5	-10.6	-2.3	-5.5	-0.5	0.8	0.4	Cc1cccc(-n2cc(CNCCc3nc(C)cc(C)n3)c(-c3cccc(F)c3)n2)c1
23	0.2	2.8	i	0.0	17.9	0.2	0.5	0.2	-11.8	2.1	COc1ccccc1CNC(=O)CCNS(=O)(=O)c1ccc2[nH]c(=O)oc2c1
24	-0.3	-3.7	i	8.6	3.1	-0.8	8.9	-0.7	9.2	-0.7	COc1ccc(C(=O)Nc2ccccc2)cc1S(=O)(=O)NCc1ccco1
25	3.8	-0.4	i	3.5	-4.7	1.4	-0.4	-0.4	11.3	-2.1	O=C(Nc1ccc(Cl)cc1)C(c1ccccc1)N1CCOCC1 (stereo not drawn)
26	1.7	-0.9	i	-1.6	0.0	15.4	-3.6	0.0	1.8	-0.1	COC(=O)C1=C(C)OC(N)=C(C#N)C1c1cccnc1 (stereo not drawn)
27	-0.3	-7.5	i	-1.8	-6.9	4.7	-2.4	0.2	6.6	1.3	Cc1cc(=O)oc2c1c(C)nn2-c1ccc(Cl)cc1
28	1.6	-2.9	i	2.2	-10.0	26.4	-28.5	-0.2	3.6	0.0	COc1cccc(C(=O)Nc2ccc3c(c2)C(=O)N(CC2CCCO2)C3=O)c1 (stereo not drawn)
29	-1.1	6.4	x	2.0	-3.7	4.1	1.0	0.0	8.1	-1.4	Cc1cc(C)n2ncc(C(=O)NC3CCCCC3)c2n1
30	-2.8	6.0	i	-7.9	-11.2	1.6	1.5	-0.3	-9.8	-0.9	C=CCOC(=O)Nc1c(C(=O)OC)[nH]c2ccccc12

Single records (already shown).
Cc1cc(C(C)(C)C)oc1C(=O)N(CC(=O)NC1CCCC1)c1cccc(C(F)(F)F)c1 reads STEP inh: 1.2; NadD block: 1.9; Neddylation inh: i; DNMT1 block: -2.3; Scp1 inh: -5.5; SKN-1 inh: 13.2; SUMO1 PPI mod: -2.3; Tb MetRS inh: -0.8; NRP1-CendR mod: -0.4; LMPTP block: -11.5
COc1cc(OC)cc(C(=O)Nc2nnc(SCC(=O)NCc3ccco3)s2)c1 reads STEP inh: -0.9; NadD block: -4.2; Neddylation inh: i; DNMT1 block: 2.7; Scp1 inh: -6.1; SKN-1 inh: 8.9; SUMO1 PPI mod: 2.1; Tb MetRS inh: -0.1; NRP1-CendR mod: -5.5; LMPTP block: 0.0

(next part)
cpd	STEP inh	NadD block	Neddylation inh	DNMT1 block	Scp1 inh	SKN-1 inh	SUMO1 PPI mod	Tb MetRS inh	NRP1-CendR mod	LMPTP block	canonical_smiles
31	-1.9	-5.8	i	1.4	-12.3	15.8	2.5	-1.1	-0.7	-2.0	CC(=O)Nc1cccc(NC(=O)CCNC(=O)c2ccccc2)c1
32	-3.8	0.0	i	-0.1	-6.5	0.0	-0.5	-0.9	0.1	-0.3	CCOC(=O)C1(CCCc2ccccc2)CCN(C(=O)CCc2cnn(C)c2)CC1
33	-1.4	-10.6	i	-1.5	2.0	2.5	4.8	-0.1	-6.9	0.5	Cc1nn(-c2ccccc2)c(C)c1C(=O)OCc1ccc(C#N)cc1
34	-1.3	-6.1	i	-0.9	-12.1	-12.5	1.4	1.9	6.1	-1.9	Cc1ccc(CONC(=O)c2ccc(OC(F)F)cc2)cc1
35	-3.5	1.5	i	2.0	-5.0	17.1	3.1	0.6	0.3	-0.2	Cc1noc(C)c1NC(=O)N(C)C[C@H]1Oc2ccc(NC(=O)NC(C)C)cc2C(=O)N([C@H](C)CO)C[C@@H]1C
36	0.2	1.9	i	-2.0	-4.0	1.5	32.0	0.1	-6.1	0.3	CSc1ccc(CCNS(=O)(=O)c2csc(C(N)=O)c2)cc1
37	x	-5.2	i	x	x	15.4	0.9	-0.4	-1.6	1.8	CCCCn1nnnc1C(c1ccccc1)N1CCN(c2ccc(F)cc2)CC1 (stereo not drawn)
38	0.7	5.6	i	-0.8	-3.4	-3.0	-1.0	0.2	-4.4	-1.0	Cc1ccc(N2CCN(S(=O)(=O)c3c(C)noc3C)CC2C)cc1 (stereo not drawn)
39	3.9	-8.0	i	5.1	-9.4	4.3	-2.4	0.6	-3.8	0.0	Cc1cccc(C)c1NC(=O)CSc1nc(-c2ccco2)cc(C(F)(F)F)n1
40	-3.5	-0.8	i	-2.4	-3.3	-23.1	3.5	-1.5	-7.8	-0.2	CCCCN=C(N)/C(C(=O)OCC)=C(\O)c1ccc(OC)cc1
41	x	x	i	x	x	3.4	-6.7	-0.1	7.8	-0.2	O=C(Nc1ccc(F)cc1)C(c1ccncc1)N1CCN(C(=O)c2ccco2)CC1 (stereo not drawn)
42	-0.1	7.0	i	24.3	-7.7	7.1	-23.2	-0.3	9.1	-1.0	O=C(Cn1cc(COc2cccc([N+](=O)[O-])c2)nn1)c1ccc(O)cc1
43	1.2	-4.6	i	-4.9	-6.7	8.5	-12.2	-0.2	-0.4	0.3	CCOc1c(C=C(C#N)C#N)c2ccccc2n1CC
44	-3.5	-4.4	i	-1.8	-2.0	-22.3	-4.9	-1.2	16.3	0.9	Cc1cccc(/C=N\NC(=O)c2sccc2-n2cccc2)c1
45	-0.9	2.1	i	2.1	-2.2	13.2	-19.0	-0.4	-5.8	0.1	CCc1cc([N+](=O)[O-])cc(CC)c1N
46	-2.5	5.9	i	3.9	-0.5	-5.6	-2.8	0.0	1.3	-2.1	COc1ccc(NC(=O)N(C)C[C@H]2Oc3c(NS(=O)(=O)c4ccc(OC)cc4)cccc3C(=O)N([C@H](C)CO)C[C@@H]2C)cc1
47	1.6	6.4	i	0.8	-5.1	7.9	3.8	-1.2	-1.4	0.8	CCC(=O)NC(Cc1ccccc1)c1nc2ccccc2[nH]1 (stereo not drawn)
48	-6.3	-3.5	i	-1.0	0.4	-2.3	1.5	-0.4	0.7	-0.5	CCCCN(C)CCn1c(=S)[nH]c2cc(OCC)c(OCC)cc2c1=O
49	-2.8	-5.4	+	-2.6	1.0	-3.1	-10.2	-0.1	-4.4	0.2	COC(=O)C1=C(C)Nc2sc(C(N)=O)c(N)c2C1c1ccncc1 (stereo not drawn)
50	0.9	6.7	i	-1.7	-13.3	3.3	-6.1	-0.2	-6.4	-0.6	O=C(/C=C/c1ccccc1)N(Cc1cccs1)C1CCS(=O)(=O)C1 (stereo not drawn)
51	11.4	-0.7	i	10.2	-8.8	-20.7	-5.1	-1.1	-4.8	26.0	C[C@]12CCC(=O)C[C@@H]1CC[C@@H]1[C@@H]2CC[C@]2(C)C=CC[C@@H]12
52	-0.2	-6.0	i	5.2	2.5	-5.9	-3.4	-0.4	-5.3	-1.5	CCOc1cc(/C=N/NC(=O)CCn2nc(C)cc2C)ccc1O
53	-0.2	11.2	i	0.5	6.0	-2.0	-0.2	-0.1	1.9	0.6	CN(C)c1nc(NCc2ccccc2)nc(N/N=C/c2ccc(Cl)cc2Cl)n1
